Screens: PubChem, several laboratories
MrgX1 antagonist = antagonists of human MrgX1 receptor, primary screen, HEK293 cells, Fluo-4 calcium flux | Mas-related G-protein coupled receptor member X1 (Homo sapiens), Q96LB2 | BAM8-22 antagonism; hits give low values | B-score at 10 µM | hit rate 1.3% among 310,000 | AID 588676, 2011;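 active = calcium-response B-score plate-corrected more than 3 library SD below zero, starting fluorescence within 5 deviations, no agonist response on first addition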;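 also: peak minus trough fluorescence over baseline after final BAM8-22 challenge near maximal dose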
Target sequence (Q96LB2 whole entry, looked up): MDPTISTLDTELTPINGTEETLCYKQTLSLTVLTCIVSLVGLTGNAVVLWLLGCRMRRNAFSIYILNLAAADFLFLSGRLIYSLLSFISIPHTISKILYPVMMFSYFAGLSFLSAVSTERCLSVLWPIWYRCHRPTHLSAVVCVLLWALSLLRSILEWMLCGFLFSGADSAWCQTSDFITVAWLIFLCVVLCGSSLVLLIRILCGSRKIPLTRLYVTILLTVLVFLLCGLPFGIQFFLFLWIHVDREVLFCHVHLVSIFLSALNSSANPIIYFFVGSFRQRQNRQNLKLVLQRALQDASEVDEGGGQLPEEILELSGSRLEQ
TRPC6 inh = mouse TRPC6 channel inhibitors, primary screen, cell-based, HEK293, membrane potential dye | Short transient receptor potential channel 6 (Mus musculus), Q61143 | ACh-evoked depolarization; hits give low values | B-score at 10 µM | hit rate 1.1% among 310,000 | AID 2553, 2010;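 active = B-score under library mean minus 3 SD, initial fluorescence not abnormally high, positive integrated signal ratio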;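 also: B-score derived from integrated fluorescence ratio over the kinetic read; more negative B-score means stronger inhibition of depolarization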
HIF act = HIF pathway transcriptional activators, primary screen, cell-based, U2OS HRE-luciferase, luminescence; U2OS HRE-luciferase reporter; normalized: DMSO 0%, desferrioxamine 100%; activation, % at 7.5 µM (by protocol); hit rate 0.32% among 300,000; AID 1910, 2009;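 active = mean activation of at least 10% of the iron chelator positive control signal, with at least half of replicates also reaching 10%; inconclusive = mean and replicate majority disagree about reaching 10%; inactive = mean and most replicates under 10%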
SKKanGAS inh = S. pyogenes SKKanGAS growth inhibitors in kanamycin, primary screen, streptokinase expression inhibitor project, SKKanGAS strain, BacTiter-Glo luminescence; hit rate 1.3% among 300,000; inhibition, % at 7.5 µM; AID 1662, 2009; 6 h;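 active = mean replicate score, as percent of positive control median, at least 50; inconclusive = mean below 50 but one replicate at or above 50; inactive = mean and every replicate below 50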;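 also: strain carries kanamycin resistance gene driven by streptokinase promoter and grows in 40 µg/ml kanamycin; loss of luminescence reflects streptokinase promoter inhibition or plain growth inhibition; 0% = median of DMSO wells and 100% = positive control at its reference dose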
RGS4 inh = RGS4 inhibitors, primary screen, cell-based, HEK293 M3R inducible RGS4, calcium flux | hit rate 0.45% among 310,000 | B-score at 10 µM | Fluo-4 calcium flux; hits give high values; triggered by carbachol at its EC20 | Regulator of G-protein signaling 4 (Homo sapiens), P49798 | AID 463165, 2010;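 active = B-score, a plate-corrected calcium signal, over three deviations above library mean, with baseline fluorescence within five deviations of library mean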;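 also: RGS4 expression induced by doxycycline in cells with stable M3 receptor; B-score is computed from the integrated fluorescence ratio over baseline after carbachol; higher B-score means a larger calcium signal and so more RGS4 inhibition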
Target sequence (P49798 whole entry, looked up): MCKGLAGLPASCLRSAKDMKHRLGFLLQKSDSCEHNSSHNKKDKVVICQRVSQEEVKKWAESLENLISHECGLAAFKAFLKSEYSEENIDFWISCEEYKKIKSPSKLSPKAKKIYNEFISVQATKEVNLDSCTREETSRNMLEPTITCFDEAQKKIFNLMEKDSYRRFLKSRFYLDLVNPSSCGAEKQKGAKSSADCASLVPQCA
MrgX1 ag = agonists of human MrgX1 receptor, primary screen, HEK293 cells, Fluo-4 calcium flux; Mas-related G-protein coupled receptor member X1 (Homo sapiens), Q96LB2; Fluo-4 calcium fluorescence, agonist mode; hits give high values; B-score at 10 µM; hit rate 0.44% among 310,000; AID 588627, 2011;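 active = calcium response B-score plate-corrected fluorescence ratio at least 3 library SD, with starting fluorescence B-score inside 5 SD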
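Test system: HEK293 cells stably expressing human MrgX1 receptor; amount: 15,000 cells per well; doses: compound delivered in addition one of three; times: overnight plating before 1 h dye loading; detection: Fluo-4 NW calcium-flux fluorescence, kinetic read; read-out basis: B-scored fluorescence response ratio; controls: positive and negative controls per plate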
RGS4 act = RGS4 potentiators or activators, primary screen, cell-based, HEK293 M3R inducible RGS4, calcium flux; B-score at 10 µM; hit rate 0.92% among 310,000; carbachol calcium flux Fluo4; hits give low values;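 active = B-score of the integrated calcium signal more than 4 SD below the library mean, with starting fluorescence not abnormally high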;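 also: negative B-score means reduced calcium response which marks RGS4 activation or potentiation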
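Assay system: Inducible-RGS4 HEK293 cells carrying M3 receptor | Schedule: Compound preincubation 20 min at room temperature before agonist | Signal: Kinetic calcium fluorescence imaging with Fluo4-AM dye, 2 µM | Read-out basis: B score from integrated fluorescence ratio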
MrgX1 allo act = positive allosteric modulators of MrgX1, primary screen, HEK293 cells, Fluo-4 calcium flux | Mas-related G-protein coupled receptor member X1 (Homo sapiens), Q96LB2 | AID 588675, 2011 | hit rate 0.63% among 310,000 | B-score at 10 µM | FDSS; hits give high values;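 active = plate-corrected calcium response at least 3 library SD above typical, normal starting fluorescence, not activating the receptor alone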;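 also: compound read alongside a low EC10 to EC30 dose of BAM8-22 agonist; peak minus trough fluorescence over baseline measured at the second addition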
TRPC6 act = mouse TRPC6 channel activators, primary screen, cell-based, HEK293, membrane potential dye; HEK293-TRPC6 membrane potential dye fluorescence; hits give high values; B-score at 10 µM; hit rate 0.13% among 310,000;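 active = B-score of the integrated fluorescence ratio above library mean plus 3 SD, and starting fluorescence ratio within library mean plus 5 SD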;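 also: higher score means more depolarization so channel activation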
TRPC4 inh = inhibitors of mouse TRPC4 channel, primary screen, Fluo4 calcium, HEK293 TRPC4beta/mu-opioid cells | DAMGO-evoked Fluo4 calcium flux; hits give low values | B-score at 10 µM | hit rate 0.39% among 300,000 | AID 2247, 2010;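 active = B-score over 3 SD under the library average, no early fluorescence shift, positive overall ratio signal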
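Assay system: HEK293 cells with stable TRPC4beta plus mu-opioid receptor expression. Dosing: single dose. Measured by: Fluo4 Ca2+ flux fluorescence. Also added: DAMGO in two steps, submaximal then maximal. Read-out: B score from integrated Fluo4 fluorescence ratio.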
Platelet DG rel = inhibitors of platelet dense granule secretion, primary screen, cell-based, MLPCN, human platelets | human platelet-rich plasma, SFLLRN dense granule ATP release, luminescence | inhibition, %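 (compounds screened at 7.5 µM in platelet-rich plasma)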 | hit rate 0.22% among 300,000 | AID 1663, 2009;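 active = mean replicate score, as percent of positive control, at or above 50; inconclusive = mean below 50 but at least one replicate at or above 50; inactive = mean and every replicate below 50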
Starred values were filed as active, the others as inactive; i = inactive; u = inconclusive; x = not tested or not shown.

SMILES | MrgX1 antagonist | TRPC6 inh | HIF act | SKKanGAS inh | RGS4 inh | MrgX1 ag | RGS4 act | MrgX1 allo act | TRPC6 act | TRPC4 inh | Platelet DG rel
COc1ccc(CCNC(=O)C2CCN(S(=O)(=O)N3CCOCC3)CC2)cc1OC | i | i | 0.1 | 1 | i | i | i | i | i | i | 8
O[C@H]1COC2C1OC[C@@H]2O (stereo partly drawn) | i | i | -0.2 | -1 | i | i | i | i | i | i | 1
O=C(CSc1n[nH]c(=O)n1-c1ccc2c(c1)OCCO2)Nc1ccccc1 | i | i | -0.6 | -5 | i | i | i | i | i | i | 1
COc1ccc(-c2n[nH]c(C)c2-c2cc(OC)ccc2O)cc1 | i | -6* | -1.3 | 1 | i | i | i | i | i | i | 1
COc1ccc(C(NC(N)=O)c2ccccc2)cc1 (stereo not drawn) | i | i | -0.1 | -14 | i | i | i | i | i | i | -7
CCN(CC)C(=O)N1CCC(NC(=O)c2ccccc2)CC1 | -7.5* | i | -0.2 | 11 | i | i | i | i | i | i | 3
COc1cccc(C(=O)Nc2c(F)cccc2F)c1 | i | i | -0.2 | -12 | i | i | i | i | i | i | 2
C#CCOCCOCCOCCNc1nc(N2CCN(C(=O)[C@H](CCCCN)n3cc(C(N)[C@H](C)CC)nn3)CC2)nc(N2CCN(C(=O)[C@H](CCC(=O)O)n3cc(C(N)[C@H](C)CC)nn3)CC2)n1 (stereo partly drawn) | i | i | -0.5 | 0 | i | i | i | i | i | i | 5
CC(C)(C)c1cnnn1-c1ccc(NC(=O)c2ccc3c(c2)OCO3)cc1 | i | i | 0.5 | 1 | i | i | i | i | i | i | 3
COC(=O)c1ccc(C(C2C(=O)CC(C)(C)CC2=O)C2C(=O)CC(C)(C)CC2=O)cc1 | i | i | -0.4 | 5 | i | i | i | i | i | i | -3
COc1cccc(CNC(=O)CCC(=O)N2CC(C)Oc3ccccc32)c1OC (stereo not drawn) | i | i | -0.5 | -4 | i | i | i | i | i | i | 16
Fc1cccc(Nc2nc(N3CCOCC3)nc(N3CCOCC3)n2)c1 | i | i | 0.3 | 4 | i | i | i | i | i | i | 7
C=CCc1ccccc1OCC(O)CN(CC)CC (stereo not drawn) | i | i | -0.3 | -2 | i | i | i | i | i | i | 2
CCn1c(SCC(=O)Nc2cccc(C)c2)nc2c(c1=O)SC(C)C2 (stereo not drawn) | i | i | -0.2 | -1 | i | i | i | i | i | i | -13
O=C1Nc2ccccc2N=C(c2ccccc2)C1Br (stereo not drawn) | i | i | 0.1 | 6 | i | i | i | i | i | i | -1
O=C(CSc1nnc2n1CCCN2)c1ccccc1 | i | i | 0.9 | 0 | i | i | i | i | i | i | 0
CC(C)(C)[C@H]1C=C(C(=O)O)O[C@@H](OCc2ccc(CO)cc2)C1 | i | i | 0.1 | 0 | i | i | i | i | i | i | -1
CSc1nc(NCc2ccco2)c2c3c(sc2n1)CN(C)CC3 | -4.7* | i | 0.2 | 0 | i | i | -7.7* | i | i | x | 1
CCOC(=O)C1=C(C)Nc2ccccc2S1 | i | i | -0.9 | 4 | i | i | i | i | i | i | -11
O=C(O)CSc1nnc(COc2ccc([N+](=O)[O-])cc2)n1-c1ccccc1 | i | i | 0.0 | -1 | i | i | i | i | i | i | -1

Looked up one by one from the entries so far:
SMILES | MrgX1 antagonist | TRPC6 inh | HIF act | SKKanGAS inh | RGS4 inh | MrgX1 ag | RGS4 act | MrgX1 allo act | TRPC6 act | TRPC4 inh | Platelet DG rel
CC(C)(C)c1cnnn1-c1ccc(NC(=O)c2ccc3c(c2)OCO3)cc1 | i | i | 0.5 | 1 | i | i | i | i | i | i | 3
O[C@H]1COC2C1OC[C@@H]2O (stereo partly drawn) | i | i | -0.2 | -1 | i | i | i | i | i | i | 1
COC(=O)c1ccc(C(C2C(=O)CC(C)(C)CC2=O)C2C(=O)CC(C)(C)CC2=O)cc1 | i | i | -0.4 | 5 | i | i | i | i | i | i | -3

(listing goes on)
SMILES | MrgX1 antagonist | TRPC6 inh | HIF act | SKKanGAS inh | RGS4 inh | MrgX1 ag | RGS4 act | MrgX1 allo act | TRPC6 act | TRPC4 inh | Platelet DG rel
O=c1cc(CSc2nnc(COc3ccc(Cl)cc3)o2)c2ccccc2[nH]1 | i | i | -0.7 | -13 | i | i | i | i | i | i | -2
COc1c(Br)cc([N+](=O)[O-])c(OC)c1C(=O)NC(=O)Nc1cc(Cl)cc(Cl)c1 | i | i | -1.0 | -5 | i | i | i | i | i | i | 6
COc1ccc(C)cc1S(=O)(=O)N1CCC(C(=O)N2CCN(C)CC2)CC1 | i | i | -0.4 | -9 | i | i | i | i | i | i | -11
CCN(CC)CCN1C(=O)C2C(C(=O)Nc3ccc(C(C)C)cc3)C3C=CC2(O3)C1C(=O)NC1CCCCC1 (stereo not drawn) | i | i | -0.1 | 11 | i | i | i | i | i | -6* | -1
Cc1cc(C)n2c(SCC#N)nnc2n1 | i | i | -0.3 | -3 | i | i | i | i | i | i | 10
Cc1ccc(CCNC(=O)c2coc3nc4ccccc4nc23)cc1 | i | i | 0.2 | 5 | i | i | i | i | i | i | 3
Cc1ccc(S(=O)(=O)NCC(=O)OCC(=O)c2ccc(Br)s2)cc1 | i | i | 0.9 | 4 | i | i | i | i | i | i | 0
[N-]=[N+]=N[C@@H](CCN1CC[C@H](NC(=O)OCc2ccccc2)CCC1=O)c1ccccc1 | i | i | 1.0 | 0 | i | i | i | i | i | i | -2
COc1cccc(CNc2ccc(C(=O)O)cc2)c1OCc1ccccc1 | i | i | -0.5 | 5 | i | i | i | i | i | i | 16
CNC(=S)NNC(=O)CCn1nc(C)c(Br)c1C | i | i | -0.1 | -3 | i | i | i | i | i | i | -7
CC(=O)N1CCN(c2ccccc2NC(=O)c2cccs2)CC1 | i | i | -0.5 | u | i | i | i | i | i | -6* | 1
CCOc1cc(C(=O)OCC(=O)Nc2cc(C)on2)cc(OCC)c1OCC | i | i | 0.0 | 2 | i | i | i | i | i | i | -1
Cc1ccc(N2C(=O)[C@@H]3C(C(=O)CN4C(=O)c5ccccc5C4=O)=NN[C@@H]3C2=O)c(C)c1 | i | i | 0.3 | -1 | i | i | i | i | i | i | 0
CCn1c(SCC(=O)N2CCCC2)nnc1-c1ccco1 | i | i | -0.1 | 0 | i | i | i | i | i | i | -6
O=C1OCCC1N1C(=O)c2ccccc2S1(=O)=O (stereo not drawn) | i | i | 0.0 | -9 | i | i | i | i | i | i | 0
COC(=O)C(NC(C)=O)(Nc1nc2c(C)cc(C)cc2s1)C(F)(F)F (stereo not drawn) | i | i | 0.9 | 16 | i | i | i | 17* | i | i | -4
O=C1CCCCN1CC(=O)N1CCCC(Nc2ccc(F)c(F)c2)C1 (stereo not drawn) | i | i | 0.2 | 2 | i | i | i | i | i | i | -4
COc1ccc2[nH]c(O)c(NC(C)=O)c2c1 | i | i | -16 | 1 | i | i | i | i | i | i | -1
COc1cccc(CNC(=O)c2ccc(N3CCOCC3)c([N+](=O)[O-])c2)c1 | i | i | 0.4 | -5 | i | i | i | i | i | i | -4
O=C(Nc1nccs1)C1CC(=O)N(c2ccc(Cl)cc2)C1 (stereo not drawn) | i | i | -0.7 | -5 | i | i | i | i | i | i | 0
COc1ccccc1NC(=O)Nc1ccccc1N1CCOCC1 | i | i | -0.4 | -1 | i | i | i | i | i | i | 5
Cc1ccc(C)c(C(=O)COC(=O)C(C)N2C(=O)C3C4CCC(C4)C3C2=O)c1 (stereo not drawn) | i | i | 0.6 | -1 | i | i | i | i | i | i | -9
Cc1ccsc1C(=O)OCC(=O)NCCNC(=O)COC(=O)c1sccc1C | i | i | -1.3 | 0 | i | i | i | i | i | -7* | x
Clc1ccc(OCc2nnc(-c3ccccc3Br)o2)cc1 | i | i | 0.3 | 0 | i | i | i | i | i | i | 0
CC(=O)c1cccc(NC(=O)COc2ccc(S(=O)(=O)N3CCOCC3)cc2)c1 | i | i | -0.1 | 3 | i | i | i | i | i | i | -5
CC(=C/c1ccccc1)/C=N/n1c(-c2ccncc2)n[nH]c1=S | i | i | 1.3 | 30 | 5.1* | i | i | i | i | i | -7
CC(C)c1nnc(NC(=O)CSc2nc3ccccc3[nH]2)s1 | i | i | -0.1 | 3 | i | i | i | i | i | i | 3
Cc1ccc(S(=O)(=O)CCC(=O)OCC(=O)Nc2cc(F)ccc2C)cc1 | i | i | -0.5 | 4 | i | i | i | i | i | i | -1
CCOC(=O)C(=CNc1cccc(C)c1C)C(=O)OCC | i | i | x | -13 | i | i | i | i | i | i | 0
O=C(COc1ccccc1F)NNC(=O)c1ccc(N2CCCCC2)c([N+](=O)[O-])c1 | i | i | -0.3 | 1 | i | i | i | i | i | i | -39
CC(=O)N(CCS(=O)(=O)c1ccc(Cl)cc1)Cc1cccs1 | i | i | 0.1 | 0 | i | i | i | i | i | i | 1
CCCCNC(=O)c1cc(-c2ccc(F)cc2)on1 | i | i | 41* | 3 | i | i | i | i | i | i | 2
CC1CC(C)CN(c2ncnc3c2cnn3C)C1 (stereo not drawn) | i | i | -0.9 | -3 | i | i | i | i | i | i | 12
NCC12CC3CC(C1)CC(c1ccc(Br)cc1)(C3)C2 | i | -8.6* | -1.2 | 9 | i | i | i | i | i | i | 14
CCS(=O)(=O)NCc1cn2ccsc2n1 | i | i | -0.7 | 1 | i | i | i | i | i | i | -1
CCN(CC)C(=O)Cc1cn(C)c2ccccc12 | i | i | 0.0 | -18 | i | i | i | i | i | i | -4
